# NPSR antagonist – blocks cAMP signaling of the human neuropeptide S receptor. Q6W5P4. CHO-NPSR cells, cAMP TR-FRET, antagonist mode. Potency, µM (titrated, usually from 38.3 µM), inactives show at the highest dose activity change, negative = inhibition, most hits filed as inhibitors. 220,000 compounds, 1% hits; also: % is scaled to controls: 0 for no effect and ±100 for the full control effect; nearly all actives have a fitted effect of over 50% in size; many of its hits are not listed in these tables
# KinaseGlo FLuc – counter-screen: inhibitors of Kinase-Glo firefly luciferase | Q27757 | Kinase-Glo luciferase, ATP luminescence, 8 min | Potency, µM (doses to about 38.3 µM), for inactives: at the top dose activity change, negative = inhibition, hits mostly inhibitors | 200,000 compounds, 0.28% hits; also: % is scaled to controls: 0 for no effect and ±100 for the full control effect; nearly all actives have a fitted effect of over 60% in size
#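 Inhibition of Kinase-Glo luciferase light generation was assessed at 10 uM ATP in pH 7.2 imidazole buffer, with luminescence measured after eight minutes at ambient temperature.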
# RGS12 GoLoco inh – inhibitors of human Gai1-RGS12 GoLoco interaction (red fluorophore). P63096. Gai1:RGS12 GoLoco peptide FP, rhodamine, 10 min. Potency, µM (highest dose often 61.6 µM), inactives show at the highest dose activity, negative = inhibition, hits mostly inhibitors. 230,000 compounds, 0.44% hits. AID 880; active = well fitted inhibition curve with a large enough effect, not every such curve was filed as active; inactive = no such curve, though single readings can be large or run the other way; also: % is scaled to controls: 0 for no effect and ±100 for the full control effect; nearly all actives have a fitted effect of over 30% in size; many of its hits are not listed in these tables
# Target sequence (P63096 whole entry, looked up): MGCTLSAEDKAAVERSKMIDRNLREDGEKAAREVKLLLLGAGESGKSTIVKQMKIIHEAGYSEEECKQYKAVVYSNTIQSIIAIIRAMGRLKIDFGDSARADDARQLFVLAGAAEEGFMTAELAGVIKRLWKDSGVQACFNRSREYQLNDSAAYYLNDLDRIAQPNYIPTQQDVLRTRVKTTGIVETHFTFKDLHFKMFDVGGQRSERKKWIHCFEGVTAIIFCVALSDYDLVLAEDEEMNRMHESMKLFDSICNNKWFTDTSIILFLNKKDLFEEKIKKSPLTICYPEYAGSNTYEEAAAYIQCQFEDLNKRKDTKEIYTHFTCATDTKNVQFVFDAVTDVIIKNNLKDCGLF
# KDM4E inh – blocks human JMJD2E demethylase activity. JMJD2E catalytic domain, FDH-coupled NADH fluorescence (FDH is formaldehyde dehydrogenase). Potency, µM (titrated, usually from 57.1 µM), for inactives: top-dose activity change, negative = inhibition, usual class: inhibitors. B2RXH2. 230,000 compounds, 1.6% hits; active = well fitted inhibition curve with a large enough effect, not every such curve was filed as active; inconclusive = small, poorly fitted or top-dose-only effect, or another doubt; inactive = no such curve, though single readings can be large or run the other way;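 also: 0% = wells with enzyme and -100% = buffer wells without enzyme; nearly all actives have a fitted effect of over 50% in size; many of its hits are not listed in these tables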
# Epigenetic reg – regulators of epigenetic silencing causing reporter derepression in mouse cells | murine LDR cells, GFP reporter derepression, 30 h | Potency, µM (titrated, usually from 53.9 µM), without a hit: top-dose GFP activation, usual class: activators | 280,000 compounds, 0.2% hits | AID 1865; also: % of control where 0% means no effect; nearly all actives have a fitted effect of over 60% in size
#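 Murine LDR cells carrying a silenced, genomically integrated CMV-driven GFP reporter were exposed to compound for 30 hours at 37 C. After PBS washes, GFP-positive cells (20–120 um objects) were counted by laser-scanning microplate cytometry.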
# RECQ1 helicase – RECQ1 (human) helicase inhibition; P46063; 240,000 compounds, 0.54% hits; Potency, µM (titrated, usually from 57.3 µM), inactives show at the highest dose activity, negative = inhibition, hits mostly inhibitors; RECQ1 DNA unwinding, red fluorescence kinetic read;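 also: plate controls were vehicle for no effect and no enzyme for full effect; nearly all actives have a fitted effect of over 30% in size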
# Target sequence (P46063 whole entry, looked up): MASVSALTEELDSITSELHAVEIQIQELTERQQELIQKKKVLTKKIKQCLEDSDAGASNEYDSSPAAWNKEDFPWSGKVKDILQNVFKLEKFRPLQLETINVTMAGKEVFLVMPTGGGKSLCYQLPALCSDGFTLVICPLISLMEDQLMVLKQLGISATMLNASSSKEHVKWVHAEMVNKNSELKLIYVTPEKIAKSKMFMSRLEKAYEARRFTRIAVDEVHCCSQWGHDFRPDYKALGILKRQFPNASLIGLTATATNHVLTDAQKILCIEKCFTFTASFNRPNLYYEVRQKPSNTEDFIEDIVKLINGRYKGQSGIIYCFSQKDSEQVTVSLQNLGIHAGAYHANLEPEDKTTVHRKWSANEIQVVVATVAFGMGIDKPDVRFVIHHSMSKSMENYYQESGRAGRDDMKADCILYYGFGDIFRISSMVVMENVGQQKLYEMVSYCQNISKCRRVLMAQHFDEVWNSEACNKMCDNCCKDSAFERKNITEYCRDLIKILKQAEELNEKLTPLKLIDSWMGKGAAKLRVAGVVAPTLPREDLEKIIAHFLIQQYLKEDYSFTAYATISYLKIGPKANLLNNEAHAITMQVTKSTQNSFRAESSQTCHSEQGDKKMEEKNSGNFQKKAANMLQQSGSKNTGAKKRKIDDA
#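 50 nM RECQ1T1 preincubated 15 min with compound in Tris pH 8.0 buffer with MgCl2, DTT, Tween-20 and 2.5 ug/ml poly(dI-dC); started with 200 nM TAMRA/BHQ-2 forked duplex and 2 mM ATP. Unwinding read as fluorescence (525/598 nm), two reads 2 h apart.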
# IMPase Li cell – membrane-permeable IMPase blocker, potentiated with lithium; CHO-M1 cells, IP1 TR-FRET (IP-One), carbachol + lithium; Potency, µM (highest dose often 59.4 µM), inactives show at the highest dose activity, negative = IMPase inhibition, usual class: inhibitors; 210,000 compounds, 0.35% hits;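 also: IP1 builds up when IMPase is blocked and the TR-FRET signal falls; plate controls were basal vehicle for no effect and high inhibitor control for full effect; nearly all actives have a fitted effect of over 50% in size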
#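 Readout is a homogeneous TR-FRET IP1 immunoassay (Ex 320, Em 665 and 620), where raised cytosolic IP1 lowers signal. Cells were CHO-M1 treated 30 min at 37C with test compounds plus a little lithium; AC50 values came from Hill-equation fitting.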
# SMN2 splice enh – SMN2 splice variant enhancement | AID 1458 | 210,000 compounds, 2.8% hits | Potency, µM (top dose mostly 46.1 µM), inactives show at the top dose activity change, positive = activation, usual class: activators | HEK293 SMN2-luciferase splicing reporter, luminescence, 30-36 h; also: % of control where 0% means no effect; nearly all actives have a fitted effect of over 55% in size
#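 HEK293 cells carry an SMN2 […]–luciferase reporter in which exon 7 inclusion puts luciferase in frame. Cells were plated 10-12 h before compound addition, then incubated 30-36 h at 37C. ONE-Glo luminescence was read; sodium butyrate at 4.5 mM final served as control.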
# Numbers without * were called inactive; i = inactive; ? = inconclusive; nt = no result given; & = joins results of further samples; [ ] = dose if it differs, or a comment. Unless noted, calls follow the shape of the dose curve; as a rule, active = well fitted curve in the direction sought with a large enough effect; inconclusive = small, poorly fitted or top-dose-only effect, or another doubt; inactive = no such curve, though single readings can be large; an effect the other way counts as inactive or inconclusive. Potency is read from the fitted curve at half-maximal effect. Only part of the results is shown. The share of hits here may be higher or lower than overall.
SMILES,NPSR antagonist,KinaseGlo FLuc,RGS12 GoLoco inh,KDM4E inh,Epigenetic reg,RECQ1 helicase,IMPase Li cell,SMN2 splice enh
CC1CC2=C(C(=O)O1)C(c1ccccc1)Nc1ccccc1N2 (stereo unspecified),0%,-5%,8%,-1%,0.9%,-13%,10%,nt
CCn1c2ccc(Cl)cc2c2nc3ccccc3nc21,-3%[46.1 µM],-2%,-2%,17%,-1.2%,i,-13%[38.3 µM],-11%
COc1ccccc1/C=N/NC(=O)CO,6%,2%,16%,-25%,0.0%,-3%,2%,2%
Cc1ccc(CNC(=O)c2cc3c(=O)n(C)c4ccccc4c3n2C)cc1,?,-2%,3%,2%,-0.2%,-3%,?,-15%
CCCn1c(N)c(C(c2ccc(C(=O)OC)cc2)N2CCN(c3ccccc3)CC2)c(=O)[nH]c1=O (stereo unspecified),-20%[46.1 µM],-2%,-2%,?,1.9%,-15%,11%[38.3 µM],7%
Cc1ccc(CN2CCN(/N=C/c3cccn3C)CC2)c(C)c1,-4%,0%,2%,-5%,1.1%,-4%,-2%,-17%
Cc1ccc(S(=O)(=O)NC2(C(F)(F)F)NC(=O)N(CCc3ccccc3)C2=O)cc1 (stereo unspecified),1%,4%,4%,7%,-2.8%&-1.0%,-4%,-12%,-32%[inhibitor]
CC(C)C(NC(=O)c1ccccc1F)C(=O)OCC(=O)c1ccc(F)cc1 (stereo unspecified),-10%,-10%,-3%,4%,-4.5%,-5%,10%,-2%
Cc1cc(C)c(S(=O)(=O)N2CCCOC2CNC(=O)C(=O)NCc2ccncc2)c(C)c1 (stereo unspecified),13%,-2%,9%,2%,-3.0%,-3%,2%,-7%
CN(C)c1ccc(-c2cncnc2NCc2cccs2)cc1,nt,0%,-13%,?,-2.3%,-12%,7%,-13%
CN(C)c1cc(N)c2ccccc2n1 (tested in a mixture with another compound),-5%[46.1 µM],-2%,8%,-5%,0.0%,9%,25%[38.3 µM],17%
Cc1ccc(C(C)C)c(OCc2nc(-c3nonc3N)no2)c1,8%[46.1 µM],-4%,4%,-7%,1.0%,-13%,23%[38.3 µM],2%
CCC1CCCCN1Cc1ccc(N)cc1 (stereo unspecified),-7%,1%,12%,-7%,1.5%,i,8%,nt
CC1(C)CC(=O)C=C(NCCCNC2CCCCC2)C1,-9%[46.1 µM],-2%,2%,35%[activator],3.2%,-11%,19%[38.3 µM],-25%
N#Cc1c(-c2ccncc2)c2c([nH]c1=S)CCCC2,-9%[46.1 µM],1%,-12%,-26%,0.8%,1%,-7%[38.3 µM],-5%
O=C(COC(=O)CCCNC(=O)c1ccc(Cl)cc1)Nc1cc(Cl)c(Cl)cc1Cl,10%,0%,-6%,1%,0.0%,-15%,-4%,5%
CCOc1ccc(NC(=O)CN2CCN(CC(=O)Nc3ccc(OC)cc3)CC2)cc1,3%[46.1 µM],-1%,13%,-5%,-0.9%&4.0%,-2%,-2%,-13%
CCOC(=O)c1c(NC(=O)Cn2nnc(-c3ccccc3Cl)n2)sc(C)c1C,10%[46.1 µM],10%,1%,0%,-0.9%,-8%,-16%[38.3 µM],-15%
O=C(Nc1cc(N2CCCCC2)ncn1)c1ccc(F)cc1,-23%,1%,7%,-5%,-3.4%,24%,2%,?
Cc1cccc(Nc2c(-c3ccc(N4CCOCC4)cc3)nc3ncccn23)c1,-21%,1%,4%,1%,?,2%,-15%,-21%
COc1ccccc1NC(=O)N1CCN(C(=O)Nc2ccccc2OC)CC1,6%,nt,7%,-8%,0.0%,20%,nt,nt
Cc1cccnc1-n1c(CCN2C(=O)c3ccccc3C2=O)nc2ccccc2c1=O,-3%[46.1 µM],6%,-18%,7%,-2.6%,-10%,16%[38.3 µM],-13%
COC(=O)C1C(O)CC[C@H]2CN3CCc4c([nH]c5ccccc45)C3C[C@H]12 (stereo partly specified),nt,0%,26%,?,-1.0%,-3%,-2%,1%
CCOC(=O)c1ccc(N=c2ssnc2Cl)cc1,-18%,0%,-20%,?,0.0%,i,1%,-9%
C=Cc1ccccn1,nt,nt,10%,nt,nt,12%,6%,7%
CC(C)Nc1ccc(C(CC(N)=O)NC(=O)Cc2cccc3ccccc23)cc1[N+](=O)[O-] (stereo unspecified),5%,nt,-3%,-4%,3.2%,4%,nt,nt
Cc1ccc(NC(=O)c2ncc(Cl)c(Cl)c2Cl)cc1C,-20%,-5%,11%,?,-2.1%,i,-5%,?
CC/C(=N/NC(=O)c1ccc(Br)o1)c1ccc(Cl)cc1,-16%,13%,5%,1%,-1.2%,-8%,3%,-2%
COc1cc(N2C(=O)CSC23C(=O)Nc2ccccc23)cc(OC)c1OC (stereo unspecified),-2%[46.1 µM],2%,16%,-6%,-0.8%,i,19%[38.3 µM],15%
COc1ccc(C)cc1S(=O)(=O)N(C)CC(=O)Nc1ccc2c(c1)OCCO2,-14%[46.1 µM],2%,-9%,-2%,-4.8%,-16%,5%[38.3 µM],-19%
O=C(CSc1nc(O)cc(=O)n1-c1ccccc1)c1ccc(Br)cc1,-8%,-1%,116%[activator],-1%,-5.9%,i,-8%,-14%
COC(=O)c1ccc(C)c(NC(=O)Cc2ccc([N+](=O)[O-])cc2)c1,-16%,3%,28%,-22%,2.1%,12%,-3%,nt
O=C(c1ccc(-c2ccccc2)cc1)N1CCC(C(=O)N2CCCC2)CC1,-11%[46.1 µM],2%,-3%,-28%,-1.1%,-15%,21%[38.3 µM],?
CN(C)c1ccc(/C=c2\sc3nc(-c4ccccc4)nn3c2=O)cc1,-3%[46.1 µM],2%,15%,5%,0.8%,-4%,-7%[38.3 µM],-3%
Cn1c(=O)c(C#N)c(-c2ccccc2)n2cnnc12,-3%[46.1 µM],-2%,1%,-4%,-0.3%,7%,-1%[38.3 µM],-7%
O=C(NCCc1ccccc1)c1cccnc1,1%[46.1 µM],1%,-8%,-1%,0.7%,i,21%[38.3 µM],?
CCS(=O)(=O)N1CCC(C(=O)Nc2cc(Cl)ccc2O)CC1,-4%[46.1 µM],-1%,24%,-1%,-1.0%,i,-7%,3%
CCOC(=O)CC(NC(=O)C(CC)c1ccccc1)c1ccccc1Cl (stereo unspecified),-26%,2%,1%,2%,-0.9%,-4%,19%,3%[1.84 µM]
COc1cc(C=C(C(C)=O)C(C)=O)ccc1O,11%[46.1 µM],-2%,8%,-4%,1.1%,i,18%[38.3 µM],-18%
CCOC(=O)CNC(=O)c1cc(OC)cc(OC)c1,16%,2%,3%,3%,0.0%,-13%,-8%,-47%[inhibitor]
Cc1ccc2[nH]c3c(=O)n(CCN4CCOCC4)cnc3c2c1,1%[46.1 µM],3%,-22%,?,1.6%,-4%,-4%[38.3 µM],12%
CCSc1nc2sc3c(c2c(=O)[nH]1)CCCC3,3%[46.1 µM],1%,7%,-9%,-1.0%,i,4%,?
Cc1cc(C(=O)CSc2nc3ccccc3c(=O)n2C)c(C)n1CC1CCCO1 (stereo unspecified),-56%,0%,27%,0%,-1.3%,-11%,18%,-96%[inhibitor]
COc1cccc2c1C(=N)c1c(O)c3c(c(O)c1C2=O)C[C@](O)(C(C)=O)C[C@@H]3O[C@H]1C[C@H](N)[C@@H](O)[C@H](C)O1,nt,-24%[7.66 µM],0%[14.2 µM],nt,nt,nt,116%[activator],-77%[inhibitor][9.22 µM]
CCOC(=O)c1cnn2c(C(F)(F)F)cc(-c3cn(C)nc3C)nc12,0%[46.1 µM],-1%,-1%,?,-1.1%,-1%,4%[38.3 µM],nt
O=C(c1cccc(F)c1)N1CCC[C@@]2(CCN(c3ccncc3)C2)C1,nt,-2%,5%,nt,nt,-3%,4%,-9%
CSc1ccc(/C=C/C(=O)c2ccc(NC(=O)Cc3ccccc3)cc2)cc1,?,-1%,0%,-8%,?,-3%,-5%[38.3 µM],-10%
O=C1C=C(NCCN2CCOCC2)C(=O)c2cnccc21,-10%,-8%,9%,-5%,-1.2%,0%,11%,-101%[inhibitor]
O=C(NCc1ccc(Cl)cc1Cl)C(=O)N1CCCCC1,-7%[46.1 µM],0%,1%,1%,-4.2%,i,19%[38.3 µM],11%
CC(=O)n1cc([C@@H]2C=C(C(=O)O)O[C@H](OCc3ccc(CO)cc3)C2)c2ccccc21,-7%,nt,-3%,?,5.2%,-3%,-3%,nt
C=CCOC(=O)c1ccc(-n2cnc(C)n2)nc1,9%,-2%,8%,0%,-1.3%,i,-3%,7%
CCOC(=O)C1CCCN(C(=O)C2CCCN(S(=O)(=O)c3ccc4c(c3)oc(=O)n4C)C2)C1 (stereo unspecified),-5%[46.1 µM],17%,0%,1%,4.2%,-3%,-3%[38.3 µM],-8%
COc1cccc(OC)c1C(=O)NCCN1CCN(C(=O)c2c(OC)cccc2OC)CC1,4%[46.1 µM],2%,9%,13%,0.0%,-6%,10%[38.3 µM],26%
CCn1cnc2c(oc3ccccc32)c1=O,17%,-2%,3%,3%,-1.0%,-4%,3%,-21%
CC(=O)Nc1ccc(NC(=O)[C@@H]2CCCN2S(=O)(=O)c2ccc3c(c2)OCCO3)cc1,2%,-2%,2%,4%,-2.5%,14%,-3%,3%
COCCn1nnnc1C(c1cccc(C(F)(F)F)c1)N1CCOCC1 (stereo unspecified),8%[46.1 µM],0%,-1%,0%,-1.9%,i,-4%,-5%
COc1cc2c(c(OC)c1O)C(=O)CO2,12%,nt,3%,?,2.5%,-17%,nt,nt

# An excerpt from above in order of their number in NPSR antagonist, rising:
molecule | NPSR antagonist | RGS12 GoLoco inh | KDM4E inh | Epigenetic reg | RECQ1 helicase | IMPase Li cell | SMN2 splice enh
Cc1cc(C(=O)CSc2nc3ccccc3c(=O)n2C)c(C)n1CC1CCCO1 (stereo unspecified) | -56% | 27% | 0% | -1.3% | -11% | 18% | -96%[inhibitor]
CC(=O)Nc1ccc(NC(=O)[C@@H]2CCCN2S(=O)(=O)c2ccc3c(c2)OCCO3)cc1 | 2% | 2% | 4% | -2.5% | 14% | -3% | 3%
CCn1cnc2c(oc3ccccc32)c1=O | 17% | 3% | 3% | -1.0% | -4% | 3% | -21%
